Compound activity (PubChem)
Y pestis TopoI: Yersinia pestis topoisomerase I inhibitors, primary screen, biochemical, cleavage product accumulation, plate reader, single point; 360,000 tested, 0.064% active; Y. pestis Topo-I cleavage product accumulation; activity, % at 10 µM; DNA topoisomerase I (Yersinia pestis CO92); in the data active means activity above about 50%, passing the limit was not always enough; further: inactives centre near 2
Rv3671c protease: Rv3671c serine protease inhibitors, primary screen, biochemical, fluorescence polarization, M. tuberculosis H37Rv; inhibition, % at 5.96 µM; 320,000 tested, 0.048% active; in the data active means inhibition above about 38%;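 further: extracellular domain of Rv3671c used as enzyme; 0% = enzyme with DMSO and 100% = no enzyme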
Target sequence (P9WHR9 whole entry, looked up, the tested form may be a part): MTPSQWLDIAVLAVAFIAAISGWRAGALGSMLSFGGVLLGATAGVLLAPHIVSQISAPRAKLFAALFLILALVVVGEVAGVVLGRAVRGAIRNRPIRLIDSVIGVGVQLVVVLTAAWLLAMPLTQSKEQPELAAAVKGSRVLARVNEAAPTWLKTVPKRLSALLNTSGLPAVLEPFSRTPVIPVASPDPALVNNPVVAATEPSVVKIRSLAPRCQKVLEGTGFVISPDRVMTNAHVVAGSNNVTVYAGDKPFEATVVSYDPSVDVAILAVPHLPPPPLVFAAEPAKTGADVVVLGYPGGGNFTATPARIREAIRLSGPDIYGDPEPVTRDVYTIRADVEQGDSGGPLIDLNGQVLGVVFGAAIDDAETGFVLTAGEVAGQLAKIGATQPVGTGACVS
PriA SSB inh: inhibitors of Klebsiella pneumoniae PriA binding to SSB C-terminal tail, primary screen, biochemical, AlphaScreen. 430,000 tested, 0.6% active. inhibition, % at 33 µM. AID 1272365, 2023. AlphaScreen SSBct-PriA binding, biotinylated peptide. PriA–SSB C-terminal tail interaction (Klebsiella pneumoniae); in the data active means inhibition mostly above about 37%, no sharp cut-off; inactive means mostly below about 20%;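 further: plate controls were negative control peptide for no effect and reference peptide for full effect; strong numbers were not always called active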
PrPC surface inh: inhibitors of human cell surface prion protein PrPC, primary screen, cell-based, TR-FRET | Major prion protein (Homo sapiens), P04156 | TR-FRET read-out | inhibition, % at 13.8 µM | 370,000 tested, 0.43% active | AID 720596, 2013; in the data active means inhibition above about 24%; further: 0% = median of the test wells and 100% = reference compound wells
MazF activator: activators of E. coli MazEF toxin-antitoxin RNase, primary screen, biochemical, fluorescence, uHTS; Endoribonuclease toxin MazF (Escherichia coli (strain K12)), P0AE70; FAM/BHQ RNA-DNA oligo cleavage fluorescence, 5 h; activation, % at 20 µM; 350,000 tested, 0.32% active; in the data active means activation above about 50%
Target sequence (P0AE70 whole entry, looked up): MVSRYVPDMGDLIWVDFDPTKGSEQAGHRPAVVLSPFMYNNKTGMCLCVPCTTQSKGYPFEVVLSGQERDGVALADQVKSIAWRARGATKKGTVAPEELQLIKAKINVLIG
SARS 3CLpro inh: SARS-CoV 3CLpro protease inhibitors, primary screen, biochemical, quenched FRET; 290,000 tested, 0.14% active; recombinant SARS-CoV 3CLpro, quenched FRET peptide cleavage; Replicase polyprotein 1ab (Severe acute respiratory syndrome coronavirus), P0C6X7; inhibition, % at 6 µM; in the data active means inhibition above about 12%
Vc quorum ag: inducers of Vibrio cholerae quorum light production without autoinducers, primary screen, BH1578 luxS cqsA deficient, single point; AID 588436, 2011; activation, % at 18.7 µM; V. cholerae BH1578 lux reporter, luminescence, 6 h; 350,000 tested, 0.16% active; in the data active means activation mostly above about 9.7%, no sharp cut-off; further: not every result past the cut was called active; inactives centre near 0; reference of the scale not given here
VHR inh abs: VHR1 phosphatase inhibitors, primary screen, biochemical, absorbance, uHTS; inhibition, % at 13.3 µM; recombinant VHR phosphatase, pNPP absorbance; 290,000 tested, 0.52% active; Dual specificity protein phosphatase 3 (Homo sapiens), P51452; in the data active means inhibition above about 50%; further: some compounds called inactive have numbers as strong as hits
Target sequence (P51452 whole entry, looked up): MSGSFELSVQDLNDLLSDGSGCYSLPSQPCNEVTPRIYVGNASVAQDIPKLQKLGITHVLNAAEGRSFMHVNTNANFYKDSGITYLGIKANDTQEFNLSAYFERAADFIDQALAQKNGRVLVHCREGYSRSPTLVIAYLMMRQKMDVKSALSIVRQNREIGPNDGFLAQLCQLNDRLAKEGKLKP
TcdB inh: TcdB glycohydrolase inhibitors, primary screen, biochemical, single point, plate reader | inhibition, % at 9.99 µM | 350,000 tested, 0.24% active | AID 652162, 2013 | Toxin B (Clostridioides difficile), P18177 | TcdB glycohydrolase enzymatic assay; in the data active means inhibition above about 10%
CCHFV vOTU inh: CCHFV vOTU protease inhibitors, primary screen, biochemical, Pep-AMC substrate, fluorescence. 370,000 tested, 0.55% active. inhibition, % at 11.5 µM. Crimean-Congo hemorrhagic fever virus L polyprotein viral ovarian tumor (vOTU) protease …; in the data active means inhibition above about 30%; further: 0% = vehicle wells with enzyme and 100% = no enzyme wells
Starred values were filed as active, the others as inactive; i = inactive; · = not tested or not shown; & = joins results of further samples.

Sequence of screens – Y pestis TopoI	Rv3671c protease	PriA SSB inh	PrPC surface inh	MazF activator	SARS 3CLpro inh	Vc quorum ag	VHR inh abs	TcdB inh	CCHFV vOTU inh
1: Cc1cccc(OCC(=O)N(Cc2ccc(C)o2)C2CCS(=O)(=O)C2)c1 (configuration not stated)
  0	3	0	2	-10	5	i	-10	-0.8	3
2: COc1ccc(S(=O)(=O)n2nc(OC(=O)c3c(-c4ccccc4Cl)noc3C)cc2N)cc1
  -8	-13	-7	-1	-4	6	-7.1	-11	·	14
3: CCOCCc1nnc(NC(=O)c2cc(OC)c(OC)cc2[N+](=O)[O-])s1
  -1	3	-11	-5	13	2	-0.4	26	-0.2	-2
4: CN(C)CCSc1nc2cc(S(=O)(=O)N3CCCCC3)ccc2o1
  10	3	-1	-2	5	·	i	·	1.5	-4
5: CCc1ccc2ncc(C(=O)c3ccccc3)c(N3CCOCC3)c2c1
  9	3	-7	·	-13	3	-0.2	27	·	·
6: CCOc1ccc(N2C(=O)CC(Cc3ccc(Br)cc3)C2=O)cc1 (configuration not stated)
  -3	-3	0	4	-4	-5	-0.4	8	0.0	-10
7: CC(=O)c1cccc(NS(=O)(=O)c2csc(C(N)=O)c2)c1
  1	-3	3	0	-6	0	i	17	2.4	-8
8: COc1ccccc1Oc1nc([N+](=O)[O-])nn1CC(N)=O
  1	4	5	-8	-2	0	-0.3	15	1.5	-4
9: Brc1ccccc1-c1ccccc1
  -3	2	5	-3	4	·	-0.3	·	-1.1	-5
10: O=C1c2ccccc2C(Nc2ccccc2)N1Cc1ccc2c(c1)OCO2 (configuration not stated)
  27	-2	15	7	-3	-3	-0.5	25	1.1	-5
11: COc1ncccc1-c1nnn(-c2ccccc2Br)n1
  -3	9	-3	1	7	·	-11	·	2.1	-5
12: CN(C)N1C(=O)CC(N2CCCC2)C1=O (configuration not stated)
  -3	6	-9	1	-3	-4	-0.6	-3	1.2	10
13: COc1ccc(CCCNC(=O)C2Cc3c(-c4cccc(C(N)=O)c4)ccnc3O2)cc1 (configuration not stated)
  13	·	·	3	·	·	i	·	1.2	0
14: CS(=O)(=O)Nc1cccc(NC(=O)C2Cc3c(-c4ccco4)ccnc3O2)c1 (configuration not stated)
  5	·	·	10	·	·	i	·	1.3	9
15: CCCNS(=O)(=O)c1ccc(OCC(=O)N2CCN(c3ccccc3)CC2)cc1
  12	7	-4	7	7	4	0.0	3	0.0	6

Whole records, quoted from the list. Screens in order: Y pestis TopoI, Rv3671c protease, PriA SSB inh, PrPC surface inh, MazF activator, SARS 3CLpro inh, Vc quorum ag, VHR inh abs, TcdB inh, CCHFV vOTU inh
Entry for CS(=O)(=O)Nc1cccc(NC(=O)C2Cc3c(-c4ccco4)ccnc3O2)c1 (configuration not stated) = 5, ·, ·, 10, ·, ·, i, ·, 1.3, 9
Entry for CCOc1ccc(N2C(=O)CC(Cc3ccc(Br)cc3)C2=O)cc1 (configuration not stated) = -3, -3, 0, 4, -4, -5, -0.4, 8, 0.0, -10
Entry for COc1ncccc1-c1nnn(-c2ccccc2Br)n1 = -3, 9, -3, 1, 7, ·, -11, ·, 2.1, -5

Other structures
Sequence of screens – Y pestis TopoI	Rv3671c protease	PriA SSB inh	PrPC surface inh	MazF activator	SARS 3CLpro inh	Vc quorum ag	VHR inh abs	TcdB inh	CCHFV vOTU inh
16: CCCC(O)(CCC)C(=O)NNc1ccccc1
  0	4	-7	3	4	-8	i	34	·	1
17: O=C(Nc1ccccc1)/C(=C\c1ccncc1)NC(=O)c1ccccc1
  3	4	-12	-4	6	1	-0.4	6	·	-13
18: CN(C)CCNC(=O)CCCNC(=O)Cn1cnc2sc3c(c2c1=O)CCCC3
  3	1	-7	10	1	-3	i	5	·	-4
19: COC(=O)c1cc(C)ccc1/C=C1/Cc2c(C)cc(C)cc2C1=O
  -9	·	-6	2	-1	·	i	·	0.4	-23
20: O=C(Nc1ncc2c(n1)CC(c1ccccc1)CC2=O)c1ccco1 (configuration not stated)
  -5	8	2	7	2	0	-0.4	0	3.4	-16
21: Cc1ccc(Cn2nc(C)c(NC(=O)CSc3n[nH]c(C)c3[N+](=O)[O-])c2C)cc1
  -2	-4	-15	9	9	2	i	16	·	2
22: CC1NC(=O)c2ccccc2-n2c1nc1ccc(F)cc1c2=O (configuration not stated)
  0	·	·	-1	·	·	-0.7	·	1.0	-4
23: Cc1ccc(/C=C2/C(=O)NC(=O)N(CC3CCCO3)C2=O)s1 (configuration not stated)
  1	1	0	-2	0	1	i	-6	0.7	-2
24: CN=c1oc2ccc(Cl)cc2cc1C(N)=O
  7	-3	-15	-2	7	3	i	22	·	-8
25: CCOC(=O)C1(Cc2cccc(OC)c2)CCCN(C(=O)c2ccccc2C)C1 (configuration not stated)
  29	5	1	6	-1	-3	-0.4	-3	2.3	12
26: COc1ccccc1N1CCN(C(=O)CCCCCn2c(=S)[nH]c3cc4c(cc3c2=O)OCO4)CC1
  -7	·	·	4	6	·	i	·	-4.2	9
27: CCOC(=O)N1CCN(CC(=O)Nc2c(C(=O)OC)[nH]c3cccc(Cl)c23)CC1
  17	1	0	·	-11	1	-0.6	2	1.0	·
28: CN(C)c1cccc(Nc2ccc(-c3ccc(OC(F)(F)F)cc3)cn2)c1
  -2	·	·	-3	·	·	-0.3	·	2.0	6
29: Cc1cc(C)cc(NC(=S)NCc2ccncc2)c1
  0	11	-10	3	9	0	-1.1	6	1.1	-5
30: Cc1ccccc1-c1nc(-c2ccc(NC(=O)c3cccs3)cc2)no1
  -1	-140	-4	-2	-3	0	i	-4	·	-11
31: Cc1ccc(C(=O)Nc2cccc(C(F)(F)F)c2)cc1NC(=O)c1ccno1
  12&-7	-4	-17	1&8	8&1	·	-0.4	7	1.0&2.1	16&15
32: CCOC(=O)N1CCC(N2C(=O)c3ccccc3C2Nc2cccnc2)CC1 (configuration not stated)
  4	9	-1	-2	4	0	1.2	5	3.0	-9
33: O=C(COC(=O)COc1ccc(Cl)cc1)NCc1cccs1
  -2	-4	-2	4	5	0	i	8	·	-14
34: Cc1ccsc1C(=O)NCCc1c[nH]c2ccccc12
  2	4	-2	2	3	-6	i	-4	1.6	2
35: O=C1C=C(c2ccc3ccccc3c2)C[C@@H](c2ccc(F)cc2)C1
  6	-19	-23	1	0	·	i	·	1.1	8
36: CCOC(=O)[C@@H]1[C@H]2COc3ccc(Br)cc3[C@H]2N2C(=O)N(c3cccc(Cl)c3)C(=O)[C@]12C
  2	-12	-4	1	1	4	-0.6	20	0.8	4
37: COc1ccc2c(c1)c1nnc(SC)nc1n2C
  9	-16	-3	-6	12	-2	·	-6	·	-1
38: Cc1cc(N=CC2=C(O)CCCC2=O)no1
  6	6	9	1	5	-4	·	27	0.7	0
39: CN(Cc1c(C(=O)N/N=C/c2ccc(O)cc2)nnn1-c1nonc1N)c1ccccc1
  -7	-15	·	-3	-3	-2	-0.7	45	1.3	27
40: C/C(CC(=O)Nc1ccccn1)=N\NC(=O)c1ccc2ccccc2c1
  1	-12	·	5	7	6	-0.3	5	·	6
41: CN(c1ccc(F)cc1)S(=O)(=O)c1ccc(Cl)c(C(=O)NCc2ccco2)c1
  5	4	1	-3	5	·	-0.5	·	1.1	4
42: O=C(NNC(=O)c1ccccc1Cl)c1cc2cc(OC(F)(F)F)ccc2[nH]1
  0	-15	-8	-6	-1	5	-1.2	-18	1.0	0
43: CCOc1ccc(CCNS(=O)(=O)c2cc3c(cc2C)NC(=O)CO3)cc1OCC
  2	-1	-3	-3	1	1	-0.2	21	0.3	2
44: Cc1ccnc(NC(NC(=O)C(C)C)(C(F)(F)F)C(F)(F)F)c1
  0	15	-5	-4	-2	3	-0.3	45	0.1	-7
45: CSc1ccc(C(=O)N2CCC(CCC(=O)NCc3ccc(F)cc3)CC2)cc1
  31	·	-7	4	0	-3	-0.4	-9	0.8	3
46: CCOC(=O)c1c(C)[nH]c(C(=O)OCC(=O)Nc2cc(C)c(Cl)cc2OC)c1C
  6	0	-17	1	-3	3	-0.3	27	·	12
47: COc1cc2cc(Oc3ccc4ccc(=O)oc4c3)c(=O)oc2cc1OC(C)=O
  1	3	-17	-7	10	1	-0.6	12	0.1	0
48: COc1ccccc1OC(C)C(=O)Nc1ccc(S(=O)(=O)Nc2nccs2)cc1 (configuration not stated)
  3	2	9	-3	4	-1	0.6	12	0.7	-9
49: CCCCNC(=O)/C(C#N)=C/c1cccnc1
  9	5	-10	-3	0	4	-0.3	-4	1.5	-10
50: CCCC(=O)NC(=S)Nc1ccc(N2CCN(C(=O)c3cccs3)CC2)cc1
  11	-2	-5	22	-8	6	i	24	3.0	1
51: COc1ccc(C(=O)NCc2ccc(S(N)(=O)=O)cc2)cc1[N+](=O)[O-]
  -13	5	-6	-13	4	-1	-0.3	10	·	-9
52: O=C(/C=C/c1ccc(Br)cc1)NC(=S)NNC(=O)c1ccco1
  -3	3	-18	-6	-4	0	-8.3	9	·	13
53: COc1cccc(CN(C(=O)COc2ccccc2[N+](=O)[O-])C2CCS(=O)(=O)C2)c1 (configuration not stated)
  -1	-6	-2	·	-16	8	i	16	·	·
54: Cc1ccc2oc(=O)c3cnn(CC(=O)NCCc4ccsc4)c3c2c1
  2	-3	-5	-7	-18	2	-0.6	-13	0.3	15
55: OC(c1ccc(F)cc1)c1ncc(-c2ccccc2Cl)[nH]1 (configuration not stated)
  -8	·	·	2	·	·	-0.3	·	1.8	3
56: Cc1nc(CCNC(=O)C2CCC(=O)N(CCc3cccc(F)c3)C2)sc1C (configuration not stated)
  0	·	6	2	8	0	i	-2	0.4	8
57: CC(C)c1nc(N2CCN(C(=O)c3ccco3)CC2)c(C#N)c2c1COC(C)(C)C2
  25	-1	3	5	2	-1	-0.4	24	-0.4	-9
58: CCOc1ccc(NC(=S)NC(=O)/C=C/c2ccc(OC)cc2)c([N+](=O)[O-])c1
  -6	-1	-15	-1	1	5	-0.1	28	·	22

This is a subset. The share of hits here may be higher or lower than overall.
